Pf Dd2 growth: Plasmodium falciparum Dd2 growth inhibition | P. falciparum Dd2 growth, SYBR Green, 72 h | Potency, µM (doses to about 28.9 µM), for the others: top-dose activity, negative = inhibition, hits mostly inhibitors | 120,000 tested, 4.3% active | AID 1347417; active = well fitted inhibition curve with a large enough effect; inconclusive = small, poorly fitted or top-dose-only effect; inactive = no such curve, though single readings can be large or run the other way;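 note: plate controls were DMSO vehicle for no effect and reference drug for full effect; nearly all actives have a fitted effect of over 65% in size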
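Readout: SYBR Green fluorescence, 485 nm excitation, 535 nm emission, after ~16 h lysis at 37C. Before that, Dd2-infected red cells (2.5% hematocrit) grew 72 h with compound, 29 uM top final concentration.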
* hit, by the source's call; i = inactive; ? = inconclusive; [ ] = another dose, or the depositor's remark. Potency is the fitted concentration of half-maximal effect. The list is partial; the hit share may differ from the screen's.

Sample of the layout (6 entries):
cpd	SMILES	Pf Dd2 growth
1	CCn1nc(CC(C)C)cc1C(=O)NCc1cc(-c2cccc(F)c2)no1	-17%
2	OCC1(CCCc2ccccc2)CCN(Cc2cccn2-c2nccs2)CC1	10µM*
3	CSc1nccc(-c2cc(NCc3cccnc3)nc3[nH]ccc23)n1	10µM*
4	CCOC(=O)c1c(NC(=O)c2cc(-c3ccc(Br)cc3)on2)sc(C)c1C	7%
5	O=C1COc2ccc(OCc3ccccc3)nc2CN1Cc1ccccc1F	-24%[44.1 µM]
6	Fc1ccc(-c2noc(-c3nnn4c3COC(c3ccc(F)cc3)C4)n2)cc1 (stereo not drawn)	-24%

This part in full (from the top)
cpd	SMILES	Pf Dd2 growth
1	CCn1nc(CC(C)C)cc1C(=O)NCc1cc(-c2cccc(F)c2)no1	-17%
2	OCC1(CCCc2ccccc2)CCN(Cc2cccn2-c2nccs2)CC1	10µM*
3	CSc1nccc(-c2cc(NCc3cccnc3)nc3[nH]ccc23)n1	10µM*
4	CCOC(=O)c1c(NC(=O)c2cc(-c3ccc(Br)cc3)on2)sc(C)c1C	7%
5	O=C1COc2ccc(OCc3ccccc3)nc2CN1Cc1ccccc1F	-24%[44.1 µM]
6	Fc1ccc(-c2noc(-c3nnn4c3COC(c3ccc(F)cc3)C4)n2)cc1 (stereo not drawn)	-24%
7	CN(Cc1cccc(O)c1)C(=O)c1cc(COc2ccccc2F)[nH]n1	-20%
8	Cc1ncsc1CCC(=O)NCc1cc2n(n1)CCN(C(=O)N(C)C)C2	9%
9	CCc1ccccc1Nc1sc(C(=O)c2ccccc2)c(N)c1S(=O)(=O)c1ccccc1	11µM*
10	O=C(NCc1ccc(F)cc1F)c1nnn2c1COC(c1ccc(Cl)cc1)C2 (stereo not drawn)	i
11	Cc1cccc(CNC(=O)c2csc(N3CCN(c4ccccc4)CC3)n2)c1	?
12	COC(=O)c1ccc(NC(=O)N2CC(Oc3cccc(-c4nc(C)no4)c3)C2)cc1	-19%[5.79 µM]

More compounds follow:
cpd	SMILES	Pf Dd2 growth
13	CO[C@H]1COCCN(C(=O)c2cccnc2)C1	24%[44.1 µM]
14	c1coc(-c2noc(CN3CCCC3c3nc(-c4ccncc4)no3)n2)c1 (stereo not drawn)	i
15	O=C(CC1(O)C(=O)N(CCc2ccccc2)c2ccc(Br)cc21)c1ccccc1O (stereo not drawn)	10µM*
16	COCCn1cc2c3c(cccc31)CN(C(=O)COc1cccc(C)c1)CC2	i
17	O=C(CN1C(=O)C2CCCCN2c2ccc(C(=O)N3CCCC3)cc21)NCc1ccc(F)cc1 (stereo not drawn)	-7%
18	O=C1CC(c2ccccc2)N(C(=O)CNC(=O)c2cccs2)CCCCCCN1 (stereo not drawn)	?
19	COc1ccc(F)cc1-c1ccc(COc2ccc3c(cnn3CCC(=O)O)c2)cc1	-11%[44.1 µM]
20	CCC1=C(C(=O)OC)C(c2ccccc2C)N2C(CC(=O)N3CCCC3)=CSC2=N1 (stereo not drawn)	-11%
21	Cc1ccc(-c2cc(C(F)(F)F)c(C#N)c(SCC(=O)Nc3ccccc3)n2)cc1	15%
22	O=C(CSc1nccn1Cc1ccc(Cl)cc1)NC1CCCC1	90%[activator]
23	CC(C)(C)CC(=O)NC[C@H]1O[C@H](Cc2cc(-c3ccc(F)cc3)on2)CC[C@@H]1O	i
24	COCCN[C@H]1C[C@@H]2c3[nH]c4ccccc4c3C[C@@H](C(=O)OC)N2[C@H](c2ccccc2)C1	?

(cont.)
cpd	SMILES	Pf Dd2 growth
25	CC1(c2cccnc2)N(Cc2ccccc2)C(=O)OC12CCN(C(=O)CN1CCOCC1)CC2 (stereo not drawn)	-20%
26	O=C(Cc1ccc(Br)cc1)NCc1nnc2ccc(-c3ccccc3)nn12	-4%
27	O=C(NCc1ccc(Cl)nc1)c1cnn2c1CN(C(=O)OCc1ccccc1)CC2	?
28	CCNc1ncnc2sc3c(c12)CCN(Cc1cccnc1)C3	?
29	CCc1ccc(NC(=O)Cn2c(=O)c(-c3noc(C)n3)c3n(c2=O)CCCCC3)cc1	i
30	COc1cccc(S(=O)(=O)N2C[C@@H](Oc3cccnc3)C[C@@H]2C(=O)N2CCOCC2)c1	8%
31	Clc1ccccc1Nc1ncnc2c1nc1n2CCCCC1	24%
32	CN1C(=O)[C@@H]2C[C@@H](CN2C(=O)c2ccc3c(c2)OCO3)Oc2ccccc21	12%[44.1 µM]
33	CCOc1cc(C2c3c(oc4ccccc4c3=O)C(=O)N2Cc2ccccc2Cl)ccc1O (stereo not drawn)	1%
34	Cc1ccc(CN2C[C@H](O)C[C@H]2c2nc(-c3ccc(F)cc3)no2)cc1	i
35	C[S+](=O)([O-])N1CCC2(CC1)C(=NC1CCCC1)NC(=O)N2c1cc(F)cc(F)c1	24%
36	CC1(C(=O)NCCc2ccccn2)COCc2cnc(Nc3ccccc3)nc21 (stereo not drawn)	i

Next records:
cpd	SMILES	Pf Dd2 growth
37	COCC1CN(C(=O)Cc2c[nH]c3ccccc23)CC12CCOCC2 (stereo not drawn)	7%
38	Cc1ccc(NC(=O)CSc2nc(=O)n(Cc3ccccn3)c3c2CCC3)cc1F	-1%
39	O=C(c1cccs1)c1cn(CCOc2ccc(Cl)cc2)c2ccccc12	?
40	Cc1ccc(N2Cc3c(NCC4CC4)ncnc3N(C)CC2=O)cc1	2%[44.1 µM]
41	O=C(c1ccc(F)cc1)N1CCC(Oc2cccnc2)C1 (stereo not drawn)	12%
42	COc1ccc(N2CCN(C(=O)c3cc4c(=O)n(Cc5cccnc5)ccc4nc3C)CC2)cc1	-26%
43	OCCC1CN(Cc2cc(F)cc(F)c2)CCN1Cc1cccs1 (stereo not drawn)	-16%
44	CC(C)(C)C(=O)OCc1cc(=O)n2nc(C3CCCCC3)sc2n1	38%[activator]
45	Cc1cc(=O)n(CC(=O)Nc2ccccc2C)c(N2CCC(C)CC2)n1	-30%
46	CC(C)(C)NC(=O)N1CCC2(CC1)CC(Cc1nc(-c3cnccn3)no1)CCO2 (stereo not drawn)	-24%
47	Cc1[nH]cnc1-c1nccn1-c1ccc(CCC(=O)NC2CC2)cc1	-16%
48	COC(=O)C(CCSC)NC(=O)C1CCN(c2ncnc3c2nc2n3CCCCC2)CC1 (stereo not drawn)	9%

(listing goes on)
cpd	SMILES	Pf Dd2 growth
49	O=C(c1ccco1)N1CCN(C(=O)c2cc3c(s2)CN(C2CC2)C3)CC1	?
50	N#CCCN1CCN(C(=O)CCc2cc3ccccc3[nH]c2=O)CC1	-24%
51	COc1cc(OC)cc(C(=O)N2CCC3(CC2)N(c2ccccc2)C(=O)CS3(=O)=O)c1	-25%
52	Cc1ccc(F)cc1S(=O)(=O)N1CCC(n2cnnc2C2CC2)CC1	18%
53	Cc1ccc(-c2cc(-c3ccc4c(c3)NC(=O)CO4)nc3c2COc2ccccc2-3)cc1	26%
54	COc1ccc2c(=O)n(CC(=O)N3CCC(OC)C3)ccc2c1OC (stereo not drawn)	-5%
55	CCCCN(CC)CCCn1cnc2c([nH]c3ccc(Cl)cc32)c1=O	?
56	CCOc1cccc(NC(=O)c2sc3nc(-c4ccc(F)cc4)ccc3c2N)c1	-10%
57	O=C(NCCc1ccc(F)cc1)C(=O)NCC(c1ccco1)S(=O)(=O)c1cccs1 (stereo not drawn)	6%
58	Cc1cnc(CC2CCCN(C(=O)c3ccncc3)C2)n1CC1CC1 (stereo not drawn)	?
59	O=C(Nc1cccnc1)[C@@H]1C[C@@H](c2ccc(F)cc2)N(Cc2ccccc2)C1	7.1µM*
60	Cc1cccc(C)c1NC(=O)Cn1c(=O)n(CCC(=O)NCc2ccc3c(c2)OCO3)c(=O)c2sccc21	47%[activator]

(cont.)
cpd	SMILES	Pf Dd2 growth
61	COc1ccc(-c2cc(N3CCCN(C(=O)c4ccc(C)c(F)c4)CC3)n[nH]2)cc1	?
62	CCCOc1cccc(C(=O)N(Cc2sccc2C)C2CCS(=O)(=O)C2)c1 (stereo not drawn)	12%
63	COc1cccc(N2CCN(C(=O)c3cn4ccnc(-c5ccccc5)c4n3)CC2)c1	i
64	O=C(c1ccccc1F)N1CCC(CCOc2ccccc2)C1 (stereo not drawn)	i
65	CC1CCCCN1S(=O)(=O)c1ccc2c(c1)oc(=O)n2CC(=O)Nc1ccc(Cl)cc1 (stereo not drawn)	?
66	COCC1CN(C)CC12CCN(Cc1ccc(Cl)c(F)c1)CC2 (stereo not drawn)	?
67	COC(=O)c1cccc(C(=O)N[C@H]2CO[C@H]3[C@@H]2OC[C@H]3OC(=O)Nc2cccc(C(F)(F)F)c2)c1	i
68	O=C(c1ccc(C(F)(F)F)cc1)N1CCC(c2nn(-c3ccccc3)c(=O)[nH]2)CC1	i
69	COCCc1nncn1C1CCN(C(=O)Cc2c(F)cccc2Cl)CC1	-14%
70	O=C(NCc1ccccc1)N1CCCC(c2nccn2CC2CCC2)C1 (stereo not drawn)	?
71	CCCCNC(=O)CSc1nc2ccccc2nc1Cc1ccc(Cl)cc1	6%
72	O=C1NCCCCCN(C(=O)Nc2ccccc2)[C@H]2CCCC[C@@H]12	-15%

Compounds above that contain a tert-butyl group:
cpd	SMILES	Pf Dd2 growth
23	CC(C)(C)CC(=O)NC[C@H]1O[C@H](Cc2cc(-c3ccc(F)cc3)on2)CC[C@@H]1O	i
44	CC(C)(C)C(=O)OCc1cc(=O)n2nc(C3CCCCC3)sc2n1	38%[activator]
46	CC(C)(C)NC(=O)N1CCC2(CC1)CC(Cc1nc(-c3cnccn3)no1)CCO2 (stereo not drawn)	-24%

The results go on:
cpd	SMILES	Pf Dd2 growth
73	CC(C)(C)CC(=O)Nc1ccc([C@@H](O)[C@H]2COCC(=O)N2Cc2ccccc2F)cc1	?
74	Cc1csc2nc(COC(=O)c3ccccc3NC(=O)COc3ccccc3F)cc(=O)n12	110%[activator]
75	Cc1nc(-c2c3n(c(=O)n(Cc4cccc(Br)c4)c2=O)CCCC3)no1	-29%
76	CN(C)c1ccc(C(=O)NC2CCN(c3cc(-c4cccs4)[nH]n3)C2)cc1 (stereo not drawn)	i
77	CCCOc1nccnc1NC1CCN(C(=O)c2cccs2)CC1	33%[activator][5.79 µM]
78	Cc1cc(C)cc(NC(=O)C2CCN(S(=O)(=O)c3ccc4c(c3)oc(=O)n4C)CC2)c1	2%
79	Cn1cccc1C(=O)N1CCC2(CC1)C(=O)NCN2Cc1ccc(Cl)cc1	?
80	COc1cccc(CC(=O)N2CCn3c(nnc3[C@@H]3C[C@@H](O)CN3C(C)C)C2)c1	-9%
81	CCOCCn1nc(C)cc1C(=O)N1CC[C@@](O)(COC)C(C)(C)C1	-8%
82	O=C(c1ccccc1)c1cn(Cc2ccc(F)cc2)c2ccccc2c1=O	?
83	O=C1Nc2cc(Cl)ccc2Oc2cc(Oc3ccccc3)ccc21	i
84	COCc1cc(C[C@@H]2CC[C@H](O)[C@@H](CNC3CCN(C(C)=O)CC3)O2)no1	-5%[44.1 µM]

Further compounds
cpd	SMILES	Pf Dd2 growth
85	COc1ccc(NC(=O)c2c(NCc3ccc(C)o3)sc3c2CCCCC3)c(OC)c1	11µM*
86	O=C(c1ccccc1)N1CCCC2(C1)C(=NC1CCCC1)NC(=O)N2c1cccnc1 (stereo not drawn)	0%
87	Cn1cc(CN2C[C@H](C(=O)Nc3ccncn3)C[C@H]2c2cccc(C(F)(F)F)c2)cn1	?
88	COc1cc2[nH]c(=O)n(CCCC(=O)N(C)Cc3ccccc3)c(=O)c2cc1OC	?
89	Cc1ccc(C)c(NC(=O)N(C)CCc2c(C)nn(C)c2C)c1	63%[activator]
90	COc1ccc(-c2noc(-c3ccc(NCC4CCCO4)c([N+](=O)[O-])c3)n2)cc1 (stereo not drawn)	47%[activator]
91	CNC(=O)c1ccc(CN2CCCC(CCc3ccccc3C(F)(F)F)C2)o1 (stereo not drawn)	7.9µM*
92	O=C(CSc1nccn1-c1ccc(Cl)cc1)Nc1cccc2ccccc12	i
93	COc1ccccc1OC(C)C(=O)Nc1cccc(-c2nc3ccccc3o2)c1 (stereo not drawn)	11%
94	Cc1c(NC(=O)c2cccs2)cccc1-c1nc2cc(Cl)ccc2o1	3%
95	CCCCOc1ccc(CNC(=O)c2ccc(-c3nc(CN4CCc5ccccc54)c(C)o3)cc2)cc1	-25%
96	CN(Cc1ccccc1)C(=O)C[C@@H]1O[C@H](CNC(=O)c2ccno2)[C@@H](O)[C@H]1O	-13%[44.1 µM]

(further entries)
cpd	SMILES	Pf Dd2 growth
97	COc1ccccc1CNC(=O)c1c(O)nc2cc(C)ccn2c1=O	16%
98	CCC(=O)N1CCc2cc(CNC(=O)Nc3cc(OC)c(OC)c(OC)c3)ccc21	19%
99	Cc1ccc2c(C)c(C(=O)N3CCN(c4ccccc4)C(=O)C3)oc2c1C	10%
100	COc1ccc(-c2cc(N3CCN(C(=O)c4ccc(C)cc4C)CC3)n[nH]2)cc1	?
101	CN(Cc1ccccc1)C[C@H]1CN2CC[C@H]1C[C@@H]2CNC(=O)Nc1ccccc1	?
102	COC[C@@H]1CN(C(=O)c2ccc(OC)nc2)C[C@H]1C(N)=O	3%
103	O=C(c1ccccc1)N1CC2(CCCN2CC2CC2)Cc2ccccc21 (stereo not drawn)	?
104	C[C@H]1[C@@H]2[C@@H](O)C([C@H](C)C(=O)N(C)Cc3ccccc3)CC[C@@]2(C)CC[C@@H]1NC(=O)c1ccncc1 (stereo partly drawn)	?
105	COc1cc(CN(C(=O)c2ccccc2)c2ccccn2)cc(OC)c1OC	19%
106	Cc1cnc(C(=O)NC2C[C@H]3CC[C@@H](C2)N3C(=O)Cc2ccccc2)cn1 (stereo partly drawn)	-16%
107	CC1=C(C(=O)N2CCN(c3cccc(C(F)(F)F)c3)CC2)C2(CCCCC2)OC1=O	-18%
108	Cn1cccc1CN1CCCC2(CN[S+](=O)([O-])c3ccccc3N2)C1 (stereo not drawn)	?
109	Cc1ccc(-c2cc3ncc(C(=O)c4cc([N+](=O)[O-])ccc4O)cn3n2)cc1	i
110	CCOC(=O)CNS(=O)(=O)c1cc(-c2nnc(Nc3cccc(O)c3)c3ccccc23)ccc1C	?
111	O=C(N[C@H]1CO[C@H]2[C@@H]1OC[C@@H]2n1nnnc1Oc1ccccc1)C1CC1	-2%[44.1 µM]

Assay outcomes from PubChem BioAssay.
